# High-throughput results (PubChem BioAssay)
# Abeta yeast res – A-beta toxicity reversal in yeast | actives 0.063% (n = 410,000) | Potency, µM (top dose mostly 46.1 µM), without a hit: top-dose growth rescue, usual class: activators | yeast expressing A-beta42, growth rescue, OD600, 48 h; response scale: 0% DMSO, 100% iron-clioquinol control; also: potency is read from the fitted curve at half-maximal effect; nearly all actives have a fitted effect of over 55% in size
#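 Yeast growth medium received pinned compounds, then yeast cells expressing toxic A-beta were added; plates incubated at 30 C for 48 hr. Growth read as absorbance at 600 nm, normalized to DMSO and equimolar FeCl3 plus clioquinol controls.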
# PI5P4Ka inh – blocks human PI5P4K alpha kinase activity; actives 1.2% (n = 330,000); PI5P4Kalpha enzyme, ADP-Glo luminescence, 60 min; stronger effect = lower value; P48426; max response, %; active = max response of -50% or lower; inconclusive = between -30% and -50%; inactive = -30% or higher; also: value at the top dose of about 77 µM; % is scaled to controls: 0 for no effect and ±100 for the full control effect
#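 qHTS, 1536-well: enzyme/substrate mix, compound by pin tool, 5 microM ATP final; RT 60 min; ADP-Glo reagents 1 (45 min) then 2 (30 min); luminescence.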
# EPAC1 antag – antagonists of human EPAC1; Potency, µM (highest dose often 115 µM), for inactives: top-dose activity change, negative = inhibition, usual class: inhibitors; AID 720709; actives 0.14% (n = 360,000); EPAC1 GEF assay, Rap1b-BODIPY-GDP exchange fluorescence;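 also: potency is read from the fitted curve at half-maximal effect; plate controls were vehicle for no effect and positive control for full effect; nearly all actives have a fitted effect of over 50% in size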
# FUS suppressor – rescues growth of FUS-expressing yeast; S. cerevisiae FUS-expressing, growth rescue, OD600, 24 h; Potency, µM (highest dose often 76.6 µM), inactives show at the highest dose growth rescue (activation), actives largely listed as activators; actives 0.24% (n = 390,000); AID 1347120;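 also: potency is read from the fitted curve at half-maximal effect; plate controls were DMSO vehicle for no effect and reference control for full effect; nearly all actives have a fitted effect of over 55% in size; some results filed as inactive show a strong effect at the top dose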
#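 Yeast expressing FUS under galactose induction, OD 0.005 in 2% galactose medium; compounds in a dilution series, 24 h at 30C. Growth rescue by absorbance at 600 nm; CP55940 positive control, DMSO negative.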
# IL2 activator – activates IL-2 in a cell-based reporter assay; IL-2 activation reporter assay, cell-based qHTS; stimulated with anti-CD3/CD4/CD28 beads; in transgenic mouse T cells; activation, % (series mostly up to about 46 µM); actives 0.065% (n = 360,000); in the data active = activation above about 50%; inconclusive = mostly about 30% to 49%; also: 0% is about no effect
#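 Unstimulated transgenic mouse T cells preincubated 60 min with compound, then stimulated with anti-CD3/anti-CD4-coated beads plus anti-CD28 for 18 h at 37 degrees C. IL-2 response read as EGFP and DsRed fluorescence by plate cytometry.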
# PLK1 PBD inh – blocks phosphopeptide binding to human PLK1 polo-box domain. Plk1 PBD binding of FITC phosphopeptide, fluorescence polarization. Potency, µM, without a hit: max response, negative = inhibition, usual class: inhibitors. actives 2.8% (n = 360,000). AID 720504; also: potency is read from the fitted curve at half-maximal effect; series mostly up to about 57 µM; % is scaled to controls: 0 for no effect and ±100 for the full control effect; nearly all actives have a fitted effect of over 65% in size
# EPAC1 ag – agonists of human EPAC1 | O95398 | EPAC1 agonist qHTS, biochemical assay; response scale: 100% = response to 6.5 mM cAMP | Potency, µM (highest dose often 154 µM), for inactives: at the top dose activation, actives largely listed as activators | actives 0.073% (n = 360,000) | AID 720707; also: potency is read from the fitted curve at half-maximal effect; nearly all actives have a fitted effect of over 60% in size
#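 Nucleotide exchange by EPAC1 (100 nM) on Rap1B–BODIPY-GDP (250 nM) in the presence of 50 uM GDP is tracked fluorescently at 480/540 nm over 30 min. Signals are normalized to a 6.5 mM cAMP control.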
# WRN inhibitor – blocks human WRN helicase; WRN helicase unwinding, fluorescent forked duplex, kinetic; Potency, µM (highest dose often 114 µM), without a hit: top-dose activity change, negative = inhibition, actives largely listed as inhibitors; actives 0.46% (n = 360,000); also: potency is read from the fitted curve at half-maximal effect; % is scaled to controls: 0 for no effect and ±100 for the full control effect; nearly all actives have a fitted effect of over 55% in size
# Target sequence (Q14191 whole entry, looked up): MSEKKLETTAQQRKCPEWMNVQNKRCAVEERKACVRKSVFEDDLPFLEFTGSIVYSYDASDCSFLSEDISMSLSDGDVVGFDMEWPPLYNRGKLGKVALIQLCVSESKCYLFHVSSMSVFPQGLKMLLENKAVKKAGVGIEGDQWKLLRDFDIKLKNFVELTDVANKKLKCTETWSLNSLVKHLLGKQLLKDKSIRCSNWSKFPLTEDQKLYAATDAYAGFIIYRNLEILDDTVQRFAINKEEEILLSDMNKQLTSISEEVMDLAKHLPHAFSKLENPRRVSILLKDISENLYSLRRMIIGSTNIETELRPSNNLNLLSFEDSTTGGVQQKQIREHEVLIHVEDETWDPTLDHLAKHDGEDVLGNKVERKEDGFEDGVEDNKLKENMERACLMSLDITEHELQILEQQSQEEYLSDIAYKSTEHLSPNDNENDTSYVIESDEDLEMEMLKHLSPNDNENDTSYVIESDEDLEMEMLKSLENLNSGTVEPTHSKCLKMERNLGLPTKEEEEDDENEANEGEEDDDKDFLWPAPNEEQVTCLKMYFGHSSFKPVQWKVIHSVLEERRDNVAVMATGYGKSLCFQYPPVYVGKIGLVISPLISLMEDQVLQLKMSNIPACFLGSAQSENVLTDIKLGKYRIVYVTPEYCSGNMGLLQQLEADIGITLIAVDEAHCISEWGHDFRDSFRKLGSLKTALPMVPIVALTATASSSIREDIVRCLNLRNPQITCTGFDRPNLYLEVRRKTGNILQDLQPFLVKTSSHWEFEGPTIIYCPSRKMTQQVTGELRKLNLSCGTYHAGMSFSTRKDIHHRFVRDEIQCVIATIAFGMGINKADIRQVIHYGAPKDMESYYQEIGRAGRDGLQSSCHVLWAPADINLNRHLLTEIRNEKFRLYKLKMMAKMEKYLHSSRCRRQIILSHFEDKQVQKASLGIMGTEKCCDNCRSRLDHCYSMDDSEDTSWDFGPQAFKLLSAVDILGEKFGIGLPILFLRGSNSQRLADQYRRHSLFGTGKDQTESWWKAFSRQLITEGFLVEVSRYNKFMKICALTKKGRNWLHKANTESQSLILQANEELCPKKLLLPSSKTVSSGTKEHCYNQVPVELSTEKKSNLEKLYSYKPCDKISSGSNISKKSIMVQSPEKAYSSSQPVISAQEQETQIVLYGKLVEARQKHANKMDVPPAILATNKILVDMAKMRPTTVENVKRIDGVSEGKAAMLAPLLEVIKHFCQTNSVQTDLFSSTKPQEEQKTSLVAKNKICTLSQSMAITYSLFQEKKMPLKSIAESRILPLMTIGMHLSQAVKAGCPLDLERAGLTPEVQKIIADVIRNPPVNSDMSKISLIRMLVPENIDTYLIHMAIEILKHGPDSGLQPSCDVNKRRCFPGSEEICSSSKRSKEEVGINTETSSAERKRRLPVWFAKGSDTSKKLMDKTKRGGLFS
#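 Primary qHTS, 1536-well format. 20 nM WRN + compound, 15 min RT; start with 100 nM forked fluorophore/quencher duplex, 2 mM ATP (final); kinetic read ex 525/em 598 nm.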
# An asterisk follows results filed as active; ? = inconclusive; . = not tested or not shown; [ ] = dose if it differs, or a comment. Unless noted, calls follow the shape of the dose curve; as a rule, active = well fitted curve in the direction sought with a large enough effect; inconclusive = small, poorly fitted or top-dose-only effect, or another doubt; inactive = no such curve, though single readings can be large; an effect the other way counts as inactive or inconclusive.
# Values run as follows: Abeta yeast res	PI5P4Ka inh	EPAC1 antag	FUS suppressor	IL2 activator	PLK1 PBD inh	EPAC1 ag	WRN inhibitor
COCC(C)n1c(C)cc(C(=O)CSc2nc(C)c(C)c(C)n2)c1C (stereo unspecified)
    7%	0	9%	21%	-0.7	-18%	10%	-12%
Cc1cc(/C=C2/SC(=S)N(c3cccc(C(F)(F)F)c3)C2=O)c(C)n1-c1cccnc1
    3%	1	6%	14%	-0.6	-24%	-9%	-12%
C/C(=N/NC(=O)CNC(=O)CCc1ccccc1)c1ccc(Cl)cc1
    -4%	-1	-23%	-11%	-0.4	-4%	1%	-31%
CN(C)C(=O)c1cccc(-c2cnc3c(NC=O)cc(-c4ccccc4N(C)C)cn23)c1
    -12%	?	-5%	13%	1.9	?	-9%	1%
CN1OC[C@@H]2CN(C(=S)NCCc3ccccc3)[C@H](c3ccccc3Br)C[C@@H]21
    9%	-3	-12%	31%	-0.7	-8%	2%	2%
Cc1ccccc1C(=O)NC1CCN(Cc2ccccc2)CC1
    1%	1	26%	-3%	0.4	2%	-2%	6%
Cc1ccc(NC(=O)CN(c2cc(C)cc(C)c2)S(=O)(=O)c2c(C)noc2C)nc1
    ?	4	-16%	?	0.9	-2%	-3%	-13%
CCC1Nc2ncnc(N3CCOCC3)c2N(Cc2ccc(Cl)cc2)C1=O (stereo unspecified)
    2%	3	7%	15%	-0.4	-3%	5%	13%
Cc1cc(SCc2c(F)cccc2Cl)nc(=O)[nH]1
    -3%	-6	0%	-26%	0.7	-13%	12%	5%
CCn1c(O)c(/C=C2\C=NN=C2c2ccccc2)sc1=S
    -10%	4	6%	4%	-5.7	5%	0%	-1%
Cc1nc2ccc(C(=O)OCc3ccccc3Br)cc2nc1C
    15%	.	3%	-14%	-0.8	-7%	7%	-15%
CC(=O)N/C(=C\c1ccccc1)C(=O)OCC(=O)NC1CCS(=O)(=O)C1 (stereo unspecified)
    0%	5	-2%	.	0.8	-5%	4%	7%
Cc1ccc(C(=O)ON=C2CCN(c3ccc([N+](=O)[O-])cc3)CC2)cc1
    7%	.	-18%	?	0.1	-3%	11%	-5%
OCCc1ccc(NCCc2cccs2)cc1
    -6%	0	9%	-31%	-0.4	2%	-15%	-1%
CCOC(=O)c1nn(-c2cccc(Cl)c2)c(C)c1C(C)=O
    -5%	-2	-4%	2%	4.7	-4%	4%	0%
CS(=O)(=O)Nc1ccc(-c2cnc3cccnn23)cc1
    -13%	?	1%	-22%	0.5	-2%	3%	-4%
COc1ccccc1OCC(=O)Nc1cccc(-c2nnc(-c3ccco3)o2)c1
    -21%	-2	-10%	44%	-0.4	-10%	15%	-22%
Cc1cc(C)c(S(=O)(=O)N2CCN(C(=O)c3cc4ccccc4o3)CC2)c(C)c1
    -3%	5	1%	36%	-5.6	-2%	9%	2%
COc1ccc(OCCC(=O)NC2CCCCC2)cc1
    2%	1	11%	1%	0.1	1%	1%	5%
CCCn1c(SCC(=O)c2cc(C)c(C)cc2C)n[nH]c1=O
    -7%	0	2%	11%	-0.3	-15%	2%	-1%

# Brought forward from above: 2 compounds; new compounds follow.
# Values run as follows: Abeta yeast res	PI5P4Ka inh	EPAC1 antag	FUS suppressor	IL2 activator	PLK1 PBD inh	EPAC1 ag	WRN inhibitor
COc1ccc(OCCC(=O)NC2CCCCC2)cc1
    2%	1	11%	1%	0.1	1%	1%	5%
CCCn1c(SCC(=O)c2cc(C)c(C)cc2C)n[nH]c1=O
    -7%	0	2%	11%	-0.3	-15%	2%	-1%
O=C(c1ccc(OC2CCN(Cc3cccc(OCCO)c3)CC2)cc1)N1CCCC1
    7%	3	15%	-7%	0.6	-8%	12%	6%
CCOc1cc(C(=O)Nc2ccccc2N2CCOCC2)ccc1OCC(=O)N1CCOCC1
    -1%	-1	-14%	.	0.1	3%	12%	-4%
CC(C)n1nnnc1SCC(=O)NCc1cccs1
    3%	2	4%	-7%	0.0	1%	2%	6%
CCCn1nc(C(=O)NCCc2ccc(S(N)(=O)=O)cc2)c2ccccc2c1=O
    4%	-1	-8%	14%	0.1	-14%	1%	-9%
COc1ccc(/C(O)=C2\C(=O)C(=O)N(c3cc(C)on3)C2c2ccccc2OC)cc1C (stereo unspecified)
    -19%	4	-2%	?	1.5	-1%	0%	-6%
CC(=O)Nc1ccc(C(=O)n2cnc3cc(C)c(C)cc32)cc1
    -3%	-5	7%	-3%	-0.2	-12%	-6%	-7%
O=C(CSc1nc2nccnc2c(=O)n1Cc1cccs1)Nc1ccccc1
    12%	-6	-29%	15%	-1.6	-19%	-2%	2%
Cc1ccc2nc(SCC(=O)c3c(C)[nH]c4ccccc34)[nH]c2c1
    32%	-22	-9%	.	-0.4	-4%	0%	-28%
O=C(CCl)N1N=C(c2ccco2)CC1c1ccco1 (stereo unspecified)
    -13%	-70*	?	?	-0.8	?	-1%	56µM*
CCN1C(=O)/C(=c2\o/c(=C3\C=Cc4ccccc4N3CC)c(=O)n2CC)SC1=S
    -7%	.	0%	-32%	4.6	0%	9%	-7%
COc1ccc(N2C(=O)CCC(C(=O)O)C2c2ccccc2OC)cc1 (stereo unspecified)
    -3%	0	-5%	-33%	-1.2	2%	-1%	0%
CCCNC(=O)c1cc2c(C(F)(F)F)nn(C)c2s1
    10%	0	0%	-26%	-1.7	-11%	-9%	-36%[57.1 µM]
N=C(N)SCCN
    -13%	-4	-2%	-40%	1.4	3%	-12%	5%
Cc1ccccc1OCCC(=O)Nc1ccc(S(=O)(=O)N2CCCC2)cc1
    4%	3	6%	32%	-2.4	1%	-4%	-5%
COC(=O)c1ccccc1NC(=O)NC1CCCCC1
    5%	7	-19%	-10%	0.6	-5%	-1%	1%
NC(=O)c1ncn([C@@H]2O[C@H](CN=C3NS(=O)(=O)c4ccccc43)[C@@H](O)[C@H]2O)n1
    9%	-25	-24%	7%	0.3	-5%	-14%	-4%
COc1ccc(N2CCN(C(=O)CCCC3=NS(=O)(=O)c4ccccc4N3)CC2)cc1
    2%	5	13%	14%	-0.7	1%	0%	-5%
CC(C)CC(=O)N1CCN(S(=O)(=O)c2ccc(C3CCCCC3)cc2)CC1
    7%	1	11%	11%	-0.3	-9%	3%	4%
COc1ccc(C(=O)NCc2ccc(S(N)(=O)=O)cc2)cc1[N+](=O)[O-]
    -3%	-2	-26%	7%	1.3	-4%	7%	-12%
CCOc1ccccc1OCc1nn2c(-c3ccc(C)cc3)nnc2s1
    -8%	.	-22%	26%	-1.9	?	15%	-15%

# Structures above shown as hits in PI5P4Ka inh.
Molecule | PI5P4Ka inh | EPAC1 antag | FUS suppressor | IL2 activator | PLK1 PBD inh | WRN inhibitor
O=C(CCl)N1N=C(c2ccco2)CC1c1ccco1 (stereo unspecified) | -70* | ? | ? | -0.8 | ? | 56µM*

# Further structures follow:
# Values run as follows: Abeta yeast res	PI5P4Ka inh	EPAC1 antag	FUS suppressor	IL2 activator	PLK1 PBD inh	EPAC1 ag	WRN inhibitor
CCCOC(c1ccccc1)(c1ccccc1)C(Oc1nc(C)cc(C)n1)C(=O)O (stereo unspecified)
    0%	-5	7%	28%	1.0	0%	12%	1%
Oc1c(Cl)cc(Cl)c2c1NCCC2
    -83%[inhibitor]	-4	-10%	15%	0.6	4.7µM*	0%	-21%
CC(C)(C)S(=O)N1Cc2cc(C(=O)N[C@@H]3CCN(Cc4ccccc4)C3)nc(-c3cccc(-c4cc5ccccc5o4)c3)c2[C@@H]1CCO (stereo partly specified)
    -11%	-4	2%	?	-0.8	1%	-6%	-4%
Nc1nnc(SCC(=O)NCC(=O)Nc2ccc(F)c(F)c2F)s1
    -14%	-8	-19%	-15%	0.1	-11%	1%	6%
CCOc1ccc(NS(=O)(=O)c2ccc(C(=O)N3CCCCC3)cc2)cc1
    -4%	-8	-16%	0%	-2.3	1%	-10%	7%
Cc1nnc2nc(-c3ccccc3)nc(-c3ccccc3)n12
    -4%	1	4%	-26%	-3.6	-7%	0%	-2%
N#Cc1ccc(-c2cccnc2)nc1SCC(=O)c1ccccc1
    -17%	9	-3%	9%	14	22%	-4%	-14%
O=C(Cn1cncn1)N/N=C/c1ccccc1Cl
    0%	-3	0%	2%	-0.2	-9%	10%	-2%
CCC(=O)N1CCc2cc(S(=O)(=O)N3CCCC3)ccc21
    6%	-3	0%	-29%	-0.4	8%	-10%	3%
O=C(Nc1ccccc1C(=O)O)c1cc(S(=O)(=O)N2CCOCC2)c(Br)s1
    5%	?	-20%	15%	0.6	-14%	-4%	?
CCOc1ccc(N2C(=O)/C(=C/c3ccccc3OCC(=O)OC)N(CC(=O)OC)C2=S)cc1
    -2%	7	?	24%	-2.9	-16%	-14%	6%
CN(C)S(=O)(=O)N1CCN(c2ccc([N+](=O)[O-])c(N3CCCCC3)c2)CC1
    1%	1	-2%	8%	3.4	-3%	3%	-13%
Cc1ccc(S(=O)(=O)Nc2cccc3cccnc23)c([N+](=O)[O-])c1
    6%	11	-13%	0%	-0.5	-3%	13%	-11%
O=C(NCc1ccco1)C1CCC(CNS(=O)(=O)c2cccc3cccnc23)CC1 (stereo unspecified)
    4%	-2	-4%	-13%	-1.3	-6%	4%	3%
COc1ccc(S(=O)(=O)N2CCCCC2c2cc(C(=O)Nc3ccc4c(c3)OCO4)no2)cc1 (stereo unspecified)
    -2%	0	7%	11%	2.4	2%	-13%	-3%
O=C(CSc1n[nH]c(=O)n1C1CC1)NCc1ccccc1
    -9%	4	-25%	-2%	0.4	1%	3%	-12%
COc1cc(C2NC(=O)c3ccccc3O2)ccc1OC(C)C (stereo unspecified)
    -9%	6	-10%	8%	1.6	-16%	3%	?
O=C(COC(=O)c1cc(=O)[nH]c2ccccc12)Nc1cccc(S(=O)(=O)N2CCOCC2)c1
    4%	-4	6%	20%	-1.4	-3%	9%	-6%
CCOc1ccc(N2C(=O)CC(N(O)c3ccccc3)C2=O)cc1 (stereo unspecified)
    20%	-11	-7%	17%	-1.3	-7%	-7%	1%
NC(=S)NN=C1c2cc(Cl)ccc2-c2c1cc(Cl)cc2[N+](=O)[O-]
    1%	-14	9%	.	-5.8	?	3%	1%
O=c1nc2n(c3c4c(sc13)CCC4)CCC2
    -9%	-3	-29%	13%	0.2	-14%	0%	-5%
COC(=O)C1=C(C)NC(=O)C1(NC(=O)c1ccncc1)C(F)(F)F (stereo unspecified)
    0%	-12	-9%	-31%	-0.6	21µM*	-5%	7%
O=C(Nc1ccccc1)N1CCN(Cc2ccc3c(c2)OCO3)CC1
    5%	1	1%	-11%	1.1	?	2%	-1%
